TrxR1 substrate – is turned over as a substrate by rat TrxR1; O89049; 390,000 compounds, 0.01% hits; Potency, µM (highest dose often 114 µM), for the others: at the top dose activity change, negative = substrate turnover; AID 588456; purified TrxR1 substrate turnover, NADPH consumption readout; further: on the % scale 0 is the no-effect control and ±100 the full control effect; nearly all actives have a fitted effect of over 50% in size
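Rat TrxR1, dispensed at 90 nM, was prereduced with 400 uM NADPH (final) for 5 min at ~22 deg C, then incubated with compound 15 min before 400 uM selenite. A first-read NADPH fluorescence drop versus no-compound background flagged substrates.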
12-LOX inh – inhibitors of human 12S-lipoxygenase ALOX12. AID 1671190. Potency, µM (titrated, usually from 108 µM), for inactives: at the highest dose activity change, negative = inhibition, usual class: inhibitors. purified 12hLO, xylenol orange hydroperoxide absorbance. 580,000 compounds, 1.1% hits; further: on the % scale 0 is the no-effect control and ±100 the full control effect
Target sequence (P18054 whole entry, looked up): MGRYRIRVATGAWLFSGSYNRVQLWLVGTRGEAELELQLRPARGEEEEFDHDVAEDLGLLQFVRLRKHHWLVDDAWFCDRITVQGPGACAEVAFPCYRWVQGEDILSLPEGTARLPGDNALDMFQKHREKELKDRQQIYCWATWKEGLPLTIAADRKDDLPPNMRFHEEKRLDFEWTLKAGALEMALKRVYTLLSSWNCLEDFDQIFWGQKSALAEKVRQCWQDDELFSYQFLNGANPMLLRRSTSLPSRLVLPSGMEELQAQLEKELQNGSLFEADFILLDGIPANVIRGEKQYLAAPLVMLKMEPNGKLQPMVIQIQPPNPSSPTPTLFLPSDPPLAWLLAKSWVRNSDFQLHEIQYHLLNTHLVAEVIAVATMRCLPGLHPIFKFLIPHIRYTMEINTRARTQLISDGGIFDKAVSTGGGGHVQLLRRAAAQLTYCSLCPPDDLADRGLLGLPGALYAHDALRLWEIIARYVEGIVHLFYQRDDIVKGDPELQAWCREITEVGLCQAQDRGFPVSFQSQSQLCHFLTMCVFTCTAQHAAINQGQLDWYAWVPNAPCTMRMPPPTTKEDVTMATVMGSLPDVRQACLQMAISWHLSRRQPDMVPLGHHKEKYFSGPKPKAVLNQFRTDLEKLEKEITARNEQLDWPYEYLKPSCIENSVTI
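Purified human 12hLO (150 nM final) in 25 mM Hepes, 0.01% Triton X-100, pH 7.0 was preincubated 15 min at room temperature with compound. Then 40 uM arachidonic acid was added, 30 min. Hydroperoxide was read by Fe-XO absorbance ratio 573/405 nm.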
RXFP1 ag – agonists of human relaxin receptor RXFP1; 370,000 compounds, 0.3% hits; Potency, µM (titrated, usually from 57.5 µM), inactives show at the top dose activation, most hits filed as activators; HEK293T-RXFP1 cAMP TR-FRET, 30 min; response scale: percent of porcine relaxin response, buffer zero; further: on the % scale 0 is the no-effect control and ±100 the full control effect; nearly all actives have a fitted effect of over 60% in size; many of its hits are not listed in these tables
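cAMP rise read by TR-FRET after 30 min, 37C compound exposure (up to 58 uM) in RXFP1-transfected HEK293 cells with Ro 20174 present. EC50 from Hill-equation fits, with 29 nM porcine relaxin as 100% and buffer as basal.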
Vif-A3G inh – inhibitors of Vif-APOBEC3G interaction | Q9HC16 | HeLa A3G-eYFP + Vif (tagged APOBEC3G with the HIV-1 protein that degrades it), YFP fluorescence, overnight | Potency, µM (doses to about 46.1 µM), for inactives: at the top dose activity, negative = active, actives largely listed as inhibitors | 410,000 compounds, 0.076% hits | AID 602310;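 further: on the % scale 0 is the no-effect control and ±100 the full control effect; nearly all actives have a fitted effect of over 60% in size; hits raise eYFP signal because A3G escapes Vif-driven loss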
Target sequence (Q9HC16 whole entry, looked up): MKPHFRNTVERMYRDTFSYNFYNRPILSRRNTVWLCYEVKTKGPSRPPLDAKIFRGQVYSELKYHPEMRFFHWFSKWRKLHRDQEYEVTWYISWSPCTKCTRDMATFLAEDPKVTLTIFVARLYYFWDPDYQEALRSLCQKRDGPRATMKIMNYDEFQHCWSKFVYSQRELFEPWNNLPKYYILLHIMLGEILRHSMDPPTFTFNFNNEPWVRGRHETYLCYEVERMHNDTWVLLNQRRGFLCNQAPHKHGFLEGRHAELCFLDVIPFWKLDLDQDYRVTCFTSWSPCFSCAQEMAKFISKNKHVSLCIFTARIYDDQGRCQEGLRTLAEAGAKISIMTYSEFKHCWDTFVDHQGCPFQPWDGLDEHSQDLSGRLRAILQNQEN
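HeLa cells stably expressing Vif and C-terminally eYFP-tagged A3G, seeded overnight at 37 deg C, then exposed to compound by pintool overnight at 37 deg C. Rise in yellow fluorescence (Ex 488/Em 500-530, Acumen) marks blocked Vif-driven A3G degradation.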
TrxR1 inh – blocks rat thioredoxin reductase 1; Potency, µM (series often up to 114 µM), for the others: at the highest dose activity change, negative = inhibition, hits mostly inhibitors; 390,000 compounds, 1% hits; recombinant rTrxR1, NADPH fluorescence consumption, selenite substrate; O89049; AID 588453; further: on the % scale 0 is the no-effect control and ±100 the full control effect; nearly all actives have a fitted effect of over 65% in size
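Rat TrxR1 (90 nM in the dispensed reagent) was pre-reduced with 400 uM NADPH for 5 min at room temperature, then incubated with compound for 15 min. After 400 uM selenite was added, NADPH fluorescence (Ex 340/Em 450 nm) was followed for 8 min.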
USP1 inh – blocks the human USP1/UAF1 deubiquitinase complex; 390,000 compounds, 0.23% hits; Potency, µM (series often up to 57.1 µM), for inactives: top-dose activity change, negative = inhibition, hits mostly inhibitors; AID 743255; recombinant USP1/UAF1, Ub-Rhodamine cleavage fluorescence; further: on the % scale 0 is the no-effect control and ±100 the full control effect; nearly all actives have a fitted effect of over 60% in size; inactives centre near -12
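In this screen, compounds sit with the deubiquitinase complex (1nM) for 15 min at room temperature before Ub-Rho is added at 150nM final. Fluorescence rise is then followed for 6 reads every 60 seconds.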
IDH1 R132H inh – human IDH1 R132H inhibition. IDH1-R132H enzyme, NADPH consumption, diaphorase/resazurin fluorescence. Potency, µM (doses to about 76.6 µM), inactives show top-dose activity change, negative = inhibition, most hits filed as inhibitors. 390,000 compounds, 0.093% hits. AID 602179; further: on the % scale 0 is the no-effect control and ±100 the full control effect; nearly all actives have a fitted effect of over 65% in size
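IDH1-R132H (0.5 ug/mL dispensed) in pH 7.5 Tris buffer was preincubated 30 min with compound, then given a substrate mix of 0.016 mM NADPH and 2 mM alpha-KG for 80 min at room temperature; remaining NADPH was read by diaphorase/resazurin fluorescence.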
Vif-APOBEC3F blk – inhibitors of Vif-A3F interaction. HeLa A3F-eYFP + Vif (tagged APOBEC3F with the HIV-1 protein that degrades it), YFP fluorescence increase. Potency, µM (titrated, usually from 46.1 µM), for the others: at the highest dose activity, negative = active. 390,000 compounds, 0.2% hits; further: % of control where 0% means no effect; nearly all actives have a fitted effect of over 65% in size
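Fluorescence increase (Ex 488/Em 500-530) after overnight compound treatment at 37 deg C flags inhibition of Vif-driven A3F-eYFP loss in stable HeLa A3F-eYFP/Vif cells seeded overnight beforehand.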
RGS4 inh – human RGS4 inhibition; P49798; Transcreener GDP fluorescence polarization, RGS4-accelerated GTP hydrolysis; Potency, µM (highest dose often 114 µM), inactives show at the top dose activity change, negative = inhibition, hits mostly inhibitors; 390,000 compounds, 0.039% hits; AID 504845; further: on the % scale 0 is the no-effect control and ±100 the full control effect; nearly all actives have a fitted effect of over 75% in size; some results filed as inactive show a strong effect at the top dose
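MLSMR compounds (23 nl, pin-transferred) preincubated 10 min at room temperature with a 500nM (2x) first reagent, then RGS4 at 900nM (2x) plus Transcreener GDP mix added; fluorescence polarization (620/688 nm) read before and after 90 min at 30 °C.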
Starred values were filed as active, the others as inactive; ? = inconclusive; . = no result given; [ ] = remark or other dose. The call rests on the fitted dose curve; in most records, active means well fitted curve in the direction sought with a large enough effect; inconclusive means small, poorly fitted or top-dose-only effect, or another doubt; inactive means no such curve, though single readings can be large; an effect the other way counts as inactive or inconclusive. Potency means the concentration at half of the fitted maximal effect. This is a subset; count on the stated rates, not on these rows.

SMILES	TrxR1 substrate	12-LOX inh	RXFP1 ag	Vif-A3G inh	TrxR1 inh	USP1 inh	IDH1 R132H inh	Vif-APOBEC3F blk	RGS4 inh
CN(CC(=O)Nc1ccc(F)cc1)C(=O)CSc1nc2ncc(Cl)cc2[nH]1	-15%[57.1 µM]	5%	2.5%	0%	12%[57.1 µM]	0%	8%	-1%	-22%
O=C(CC1C(=O)N(c2ccccc2)C(=O)N1Cc1ccc(F)cc1)Nc1cccc(F)c1 (stereo not given)	-6%	?	-0.1%	-2%	-6%	-19%	0%	1%	-29%
CCCc1cc(-c2n[nH]c(=S)n2Cc2ccccc2)cs1	9%[57.1 µM]	?	-0.8%	2%	1%[57.1 µM]	-26%	13%	-5%	-15%
CN1C(=O)CC(Nc2cccc3cccc(N)c23)C1=O (stereo not given)	1%	.	-2.7%	3%	45µM*	?	0%	?	-27%
O=S(=O)(c1cccc(-c2cn3ccccc3n2)c1)N1CCCCC1	2%	0%	6.8%	0%	-8%	-25%	3%	6%	3%
Cc1c(C(=O)NC2CCS(=O)(=O)C2)oc2ccccc12 (stereo not given)	8%[57.1 µM]	11%	0.6%	-2%	9%[57.1 µM]	-20%	1%	7%	-26%
CSCCC(NS(=O)(=O)c1ccc(C)cc1)C(=O)N1CCCCCCC1 (stereo not given)	0%	428%[activator]	0.5%	-3%	-8%	-8%	8%	-18%	4%
Clc1cccc(CSc2nc(NCCc3ccccc3)c3ccccc3n2)c1	-1%[57.1 µM]	-16%	1.8%	3%	12%[57.1 µM]	-26%	-1%	4%	7%
COC(=O)c1ccc(NC(=O)C23CC4CC(C2)CC(n2cncn2)(C4)C3)cc1	5%[57.1 µM]	-4%	0.8%	2%	16%[57.1 µM]	-8%	9%	4%	-34%
Oc1c(C(c2ccccc2)N2CCOCC2)sc2nc(-c3ccco3)nn12 (stereo not given)	-3%[57.1 µM]	-14%	3.8%	4%	6%[57.1 µM]	1%	-17%	0%	15%
CN(/N=C/c1ccncc1)c1cnc2ccccc2n1	2%[57.1 µM]	-18%	-0.3%	-3%	4%[57.1 µM]	-18%	1%	1%	-9%
COc1cc2[nH]c(=O)n(CCCC(=O)N(C)Cc3ccccc3)c(=O)c2cc1OC	11%	-15%	-2.4%	-3%	9%	-18%	15%	1%	17%
CN1CCN(c2ccc(NC(=O)CN3CCOCC3)cc2F)CC1	6%[57.1 µM]	-4%	0.0%	3%	15%[57.1 µM]	-16%	6%	2%	-2%
C[C@H](NC(=O)C1CC(=O)N(c2ccc3c(c2)OCCO3)C1)C(=O)N1CCC(C(=O)O)CC1 (stereo not given in full)	-4%	-3%	-1.7%	4%	10%	-7%	-9%	-4%	22%
CON1C(=O)C(=O)N(OC)C(C)(C)C1(C)C	-12%	-15%	1.7%	0%	-18%	-13%	3%	1%	-10%
CC(OC(=O)COc1ccccc1)C(=O)NC1CCCC1 (stereo not given)	-1%	5%	1.8%	1%	-7%	-22%	9%	5%	4%
CCN(C(=O)CSc1nnc(-c2ccc3c(c2)OCO3)o1)C1CCS(=O)(=O)C1 (stereo not given)	-14%	159%[activator]	-1.2%	-7%	-26%	3%	3%	1%	-22%
O=C(CSc1nc(O)cc(=O)[nH]1)Nc1ccc2c(c1)CCC2	5%	?	-0.1%	0%	7%	-25%	0%	-1%	-25%
COc1ccc(C)cc1NC(=O)c1cc2c(=O)n3cccc(C)c3nc2s1	-5%	-9%	6.2%	-1%	-5%	-3%	-16%	1%	4%
COc1ccc(C2c3cc(OC)c(OC)cc3CCN2C(=O)c2cccc([N+](=O)[O-])c2)cc1OC (stereo not given)	-5%	0%	-3.9%	-5%	4%	-24%	-3%	-11%	-21%
Cc1cccc(C)c1NC(=S)N(Cc1cccs1)C1CCCC1	-8%	-7%	-0.5%	1%	2%[57.1 µM]	?	2%	-2%	1%
Cc1ncc(CO)c(/C=N/NC(=O)c2cc(Br)ccc2O)c1O	-3%	-29%	-2.9%	3%	-1%	-8%	-1%	-1%	-2%[56.9 µM]
Nc1cc(=O)[nH]c(SCC(=O)Nc2cc(S(=O)(=O)N3CCOCC3)ccc2Cl)n1	6%	3%	?	0%	12%	-18%	9%	12%	-21%
COc1cccc(C(=O)N2CCN(C(=O)c3cccs3)CC2)c1OC	11%[57.1 µM]	0%	0.7%	0%	6%[57.1 µM]	-15%	2%	4%	17%

3 of the entries above in order of their number in USP1 inh, highest first.
| Structure | TrxR1 substrate | 12-LOX inh | RXFP1 ag | TrxR1 inh | USP1 inh | IDH1 R132H inh | RGS4 inh |
| --- | --- | --- | --- | --- | --- | --- | --- |
| CCN(C(=O)CSc1nnc(-c2ccc3c(c2)OCO3)o1)C1CCS(=O)(=O)C1 (stereo not given) | -14% | 159%[activator] | -1.2% | -26% | 3% | 3% | -22% |
| COc1ccc(C)cc1NC(=O)c1cc2c(=O)n3cccc(C)c3nc2s1 | -5% | -9% | 6.2% | -5% | -3% | -16% | 4% |
| CN1CCN(c2ccc(NC(=O)CN3CCOCC3)cc2F)CC1 | 6%[57.1 µM] | -4% | 0.0% | 15%[57.1 µM] | -16% | 6% | -2% |

Remaining list, next part:
SMILES	TrxR1 substrate	12-LOX inh	RXFP1 ag	Vif-A3G inh	TrxR1 inh	USP1 inh	IDH1 R132H inh	Vif-APOBEC3F blk	RGS4 inh
C/C(=N\NS(=O)(=O)c1ccc(Cl)c([N+](=O)[O-])c1)c1ccc(C)o1	-8%	?	-3.5%	0%	40µM*	-20%	2%	.	-25%
CCOC(=O)c1ccccc1NC(=O)c1sc2nc3n(c(=O)c2c1C)CCCCC3	-7%	1%	0.1%	-5%	-11%	10%	5%	-1%	-35%
C=CCNC(=O)c1onc(CSc2ccc(Cl)cc2)c1C(=O)NCC=C	-5%	-19%	7.6%	1%	14%	-15%	7%	10%	5%
CCOc1ccccc1N1CCN(CC(=O)Nc2nccs2)CC1	.	-29%	.	1%	.	-18%	3%	0%	.
COC(=O)c1ccccc1NC(=S)NC(=O)COc1ccccc1Cl	-2%	0%	4.6%	1%	-7%	-1%	2%	0%	-8%
Cn1c(CNC(=O)c2cccs2)n[nH]c1=S	-6%	-5%	0.3%	1%	-26%	-3%	4%	3%	-26%
N#Cc1ccc(NC(=S)NC(=O)C2CC2)cc1	.	-5%	.	0%	.	-3%	-1%	0%	.
COc1ccc(-c2[nH]n(-c3ccc([N+](=O)[O-])cc3)c(=O)c2C=NCC2CCCO2)cc1 (stereo not given)	-1%[57.1 µM]	13%	0.5%	1%	12%[57.1 µM]	-5%	-1%	9%	-8%
CCN(CC)C(=O)C1=C(C)N(CCCOC)C(=O)C(CC(=O)NCCCN(C)C)C1 (stereo not given)	.	5%	.	0%	.	-10%	1%	0%	.
Cc1ccc(CNn2cnnc2SCC(=O)NC(C)(C)C)cc1	9%[57.1 µM]	0%	1.2%	-1%	17%[57.1 µM]	-22%	0%	-5%	25%
CC(C(=O)NCCS(=O)(=O)c1ccc(Br)cc1)S(=O)(=O)c1ccc(Cl)cc1 (stereo not given)	-11%	-9%	3.9%	0%	-13%	-31%	-5%	-6%	20%
COc1cc(-n2c(C)nc3cccnc32)c(Cl)cc1C(=O)O	12%	?	0.2%	-2%	19%	-10%	-6%	5%	6%
O=C(NC1CC2CCCC(C1)N2C(=O)Nc1cccc(F)c1)C1CC1 (stereo not given)	-5%[57.1 µM]	-5%	-2.3%	-7%	-9%[57.1 µM]	-2%	-10%	1%	17%
Cc1nc(Nc2ccccc2C(F)(F)F)sc1C(=O)N(C)C	-9%	?	0.6%	-6%	-7%	-23%	17%	-12%	-34%
CCOC(=O)c1c(NC(=O)c2ccc(F)cc2)sc2c1CCC(CC)C2 (stereo not given)	9%	-15%	-0.6%	4%	23%	-16%	19%	-8%	-11%
CCN(C(=O)CSc1nnnn1C)C1CCS(=O)(=O)C1 (stereo not given)	5%	-3%	-0.6%	8%	4%	-6%	1%	1%	-46%
Cc1cccc2cc(CN(Cc3cccnc3)C(=O)c3ccncc3)c(=O)[nH]c12	2%	-5%	1.5%	-2%	-5%	-16%	0%	0%	-9%
NCCc1nnc(SCC(N)=O)o1	-3%	2%	-2.1%	2%	-9%	-11%	6%	1%	5%
Nc1ncnc(Oc2ccccc2F)c1[N+](=O)[O-]	6%	-14%	3.2%	-3%	-15%	-16%	5%	16%	-2%
Cc1ccc(NC(=O)c2cc3c(s2)CCCC3)cc1S(=O)(=O)Nc1ccccc1Cl	23%	-6%	2.1%	-3%	23%	-8%	-2%	1%	-6%
COc1ccc(CSc2nnnn2C)cc1F	8%[57.1 µM]	0%	0.9%	1%	18%	-10%	1%	-19%	-8%[11.4 µM]
Cc1nc(-c2ccccc2)ccc1C(=O)O	-2%	-3%	0.7%	8%	11%	-13%	-8%	-1%	17%
CC(=O)N1C2=CCCC3CCCCC23c2ccccc21 (stereo not given)	-4%	?	.	-7%	2%	?	7%	-9%	-17%
COc1ccc(N2C(=O)CC(NNC(=O)c3ccc(Br)s3)C2=O)cc1 (stereo not given)	-21%[57.1 µM]	-4%	2.3%	0%	18%[57.1 µM]	-6%	5%	5%	-13%
CC(C)(C)c1ccc(C(=O)NCc2cccnc2)cc1	0%	28%	2.1%	1%	6%	-13%	5%	-3%	-7%[56.9 µM]

Screens (PubChem BioAssay)
